TGFb inhibitor: TGF-b pathway inhibition; HepG2 CAGA-GFP TGF-b/SMAD3 reporter, GFP fluorescence, 18 h; TGF-beta stimulated, 500 pg/mL final; Potency, µM (top dose mostly 46.1 µM), for inactives: at the top dose activity, negative = inhibition, actives largely listed as inhibitors; 410,000 tested, 1.2% active; note: % is set by controls: 0 for no effect and ±100 for the full control effect; nearly all actives have a fitted effect of over 65% in size
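GFP signal (ex488/em500-530) from TGF-beta-stimulated HEPG2 CAGA-GFP cells, 500 pg/mL final, 18 h at 37 degrees C in DMEM plus 1% FBS, normalized to unstimulated and DMSO-stimulated controls.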
ATXN2 expr inh: ATXN2 expression inhibition; HEK-293 ATXN2-luciferase reporter, luminescence, 24 h; Potency, µM (doses to about 57 µM), inactives show at the highest dose activity change, negative = inhibition, actives largely listed as inhibitors; 360,000 tested, 0.72% active; AID 1745845; note: % is set by controls: 0 for no effect and ±100 for the full control effect; nearly all actives have a fitted effect of over 55% in size
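qHTS (up to 57 uM final) was run with 24 h compound exposure of reporter cells at 37 °C. Each well was multiplexed: SteadyGlo luminescence measured ATXN2-luciferase expression after a fluorogenic Gly-Phe-AFC viability readout (25 uM final).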
MCF10A rerep: inducers of DNA re-replication in MCF 10A breast cells. MCF 10A DNA re-replication, Hoechst nuclear intensity, 48 h. Potency, µM (doses to about 46.1 µM), inactives show at the highest dose activity, positive = re-replication, actives largely listed as activators. 350,000 tested, 2.9% active. AID 624296; note: % of control where 0% means no effect; nearly all actives have a fitted effect of over 50% in size
ATXN viability: reduces viability in counter-screen for ATXN expression inhibitors; S2 cells (HEK-293 line with an ATXN2-luciferase reporter) viability, CellTiter-Fluor protease fluorescence, 24 h; Potency, µM (highest dose often 56.7 µM), most hits filed as cytotoxic; 400,000 tested, 0.49% active; AID 651635; note: nearly all actives have a fitted effect of over 40% in size
HepG2 viability: counter-screen for TGF-b inhibitors: cytotoxicity in HepG2 cells | HepG2 CAGA-GFP viability, ATP luminescence, 18 h | Potency, µM (highest dose often 46.1 µM), without a hit: at the top dose activity change, negative = cytotoxicity, hits mostly cytotoxic | 410,000 tested, 0.76% active | AID 588856; note: some results filed as inactive show a strong effect at the top dose
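HepG2 CAGA-GFP cells (1000/well, DMEM with 1% FBS) received compound, then TGF-beta at 500 pg/mL final, and were incubated 18 hours at 37 degrees C. Viability was read by CellTiter-Glo luminescence. Media-only wells were set as complete cell-killing and DMSO as no toxicity.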
EPAC2 antag: blocks human EPAC2 exchange factor; Potency, µM (highest dose often 114 µM), without a hit: at the highest dose activity, negative = inhibition, actives largely listed as inhibitors; 360,000 tested, 0.18% active; Q8WZA2; AID 720708; EPAC2 GEF exchange of Rap1B-BODIPY-GDP, fluorescence; note: % is set by controls: 0 for no effect and ±100 for the full control effect; nearly all actives have a fitted effect of over 45% in size; many of its hits are not listed in these tables
Target sequence (Q8WZA2 whole entry, looked up): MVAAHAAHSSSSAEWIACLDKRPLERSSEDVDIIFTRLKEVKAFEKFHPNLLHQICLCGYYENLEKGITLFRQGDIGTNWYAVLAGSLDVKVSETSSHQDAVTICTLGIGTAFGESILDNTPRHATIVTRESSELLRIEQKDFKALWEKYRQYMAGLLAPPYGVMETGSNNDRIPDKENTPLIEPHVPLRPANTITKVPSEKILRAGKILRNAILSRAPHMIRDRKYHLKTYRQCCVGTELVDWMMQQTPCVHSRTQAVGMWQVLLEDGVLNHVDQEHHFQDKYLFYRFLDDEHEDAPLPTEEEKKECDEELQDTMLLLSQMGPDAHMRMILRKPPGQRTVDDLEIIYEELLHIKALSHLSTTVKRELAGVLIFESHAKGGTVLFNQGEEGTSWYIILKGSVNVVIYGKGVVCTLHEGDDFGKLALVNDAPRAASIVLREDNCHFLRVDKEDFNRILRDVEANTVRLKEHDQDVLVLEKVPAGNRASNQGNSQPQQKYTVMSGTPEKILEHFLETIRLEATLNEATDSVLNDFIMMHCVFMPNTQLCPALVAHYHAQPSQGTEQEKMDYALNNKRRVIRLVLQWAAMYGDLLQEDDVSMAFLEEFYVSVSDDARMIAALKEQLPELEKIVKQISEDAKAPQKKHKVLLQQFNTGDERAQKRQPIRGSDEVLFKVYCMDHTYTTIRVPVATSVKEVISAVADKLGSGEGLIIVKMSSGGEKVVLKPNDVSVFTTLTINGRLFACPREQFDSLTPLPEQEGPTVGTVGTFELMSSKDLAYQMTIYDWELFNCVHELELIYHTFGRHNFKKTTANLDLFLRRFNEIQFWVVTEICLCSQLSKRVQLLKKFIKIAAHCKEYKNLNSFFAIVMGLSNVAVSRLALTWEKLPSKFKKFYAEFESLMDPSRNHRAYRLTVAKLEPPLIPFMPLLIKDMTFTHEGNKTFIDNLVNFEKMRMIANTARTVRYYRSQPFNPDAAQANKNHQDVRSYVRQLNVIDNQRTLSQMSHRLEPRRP
A549 viability: kills or reduces viability of A549 cells in Nrf2 counter-screen; A549 ARE-Fluc cells, CellTiter-Fluor viability, 18-24 h; Potency, µM (series often up to 46 µM), inactives show at the top dose activity change, negative = cytotoxicity, actives largely listed as inhibitors; 390,000 tested, 0.16% active; note: % is set by controls: 0 for no effect and ±100 for the full control effect
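A549 ARE_Fluc cells in 5% FBS OPTI-MEM were exposed to compounds in concentration-response for 18-24 h at 37 deg C. Viability was read by CellTiter-Fluor fluorescence (Ex 405/Em 525) after 30 min, before the luciferase read.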
Nrf2 inh: inhibitors of Nrf2 signaling; A549 ARE-Fluc reporter, luciferase luminescence, 18-24 h; 360,000 tested, 2.1% active; Potency, µM (top dose mostly 46 µM), inactives show top-dose activity change, negative = inhibition, actives largely listed as inhibitors; note: % is set by controls: 0 for no effect and ±100 for the full control effect; nearly all actives have a fitted effect of over 60% in size
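In this cell-based qHTS, ARE-driven firefly luciferase in A549 cells reports Nrf2 activity; the luminescent signal after BugLite lysis is the measured value, with a prior CellTiter-Fluor read for cell health.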
Nrf2 ARE act: activators of Nrf2 (ARE) signaling | Potency, µM (top dose mostly 46.1 µM), without a hit: at the top dose activation, most hits filed as activators | 410,000 tested, 0.31% active | AREc32 ARE-luciferase reporter (MCF7-derived line), luminescence, 24 h; note: % of control where 0% means no effect; nearly all actives have a fitted effect of over 65% in size
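Luminescent ARE reporter assay in AREc32_Fluc cells: overnight plating at 37 deg C, 24 hr compound incubation, Steady-Glo added, 30 min RT before reading.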
* hit, by the source's call; & = joins results of further samples; [ ] = another dose, or the depositor's remark. Calls come from the whole dose curve; as a rule, active = well fitted curve in the direction sought with a large enough effect; inconclusive = small, poorly fitted or top-dose-only effect, or another doubt; inactive = no such curve, though single readings can be large; an effect the other way counts as inactive or inconclusive. Potency is the fitted concentration of half-maximal effect. These rows are one share of the data; count on the stated rates, not on these rows.

Screening COc1ccccc1-n1cc(-c2ccc(Cl)cc2)[nH]c1=O returned TGFb inhibitor -16%, ATXN2 expr inh 24%, MCF10A rerep 0%, ATXN viability inactive, HepG2 viability -1%, EPAC2 antag -6%, A549 viability 17%, Nrf2 inh 7% and Nrf2 ARE act 2.9%.
`COc1ccccc1CNC(=O)COC(=O)c1cccnc1SCC(=O)NCc1ccccc1OC` gave TGFb inhibitor -6%, ATXN2 expr inh 16%, MCF10A rerep 2%, ATXN viability inactive, HepG2 viability 2%, EPAC2 antag 4%, A549 viability -1%, Nrf2 inh 4% and Nrf2 ARE act 2.9%.
CCc1cccc(CC)c1NC(=O)C(CC)Sc1nc2ccsc2c(=O)n1CCC(=O)O (configuration not stated) was read as TGFb inhibitor -4%, ATXN viability inconclusive, HepG2 viability 0%, EPAC2 antag -26% and Nrf2 ARE act -1.6%.
CCOc1ccc(NC(=O)C2CC(=O)N=C(N)S2)cc1 (configuration not stated) was read as TGFb inhibitor 0%, ATXN2 expr inh 2%, MCF10A rerep 0%, ATXN viability inactive, HepG2 viability -17%, EPAC2 antag 12%, A549 viability 0%, Nrf2 inh -9% and Nrf2 ARE act -0.7%.
For Cc1cc(C)c(C#N)c(SCC(=O)NN2CC(=O)N(c3ccccc3F)CC2=O)n1 the results were TGFb inhibitor -2%, ATXN2 expr inh 1%, MCF10A rerep 10%, ATXN viability inactive, HepG2 viability -5%, EPAC2 antag -1%, A549 viability 6%, Nrf2 inh -2% and Nrf2 ARE act 0.4%.
`O=Cc1c(NC2CCCCC2)c2ccccc2[nH]c1=O` gave TGFb inhibitor 3%, ATXN2 expr inh 4%, MCF10A rerep -32%, ATXN viability inactive, HepG2 viability 3%, EPAC2 antag 9%, A549 viability -13%, Nrf2 inh 9% and Nrf2 ARE act -0.5%.
`COc1ccccc1C(=O)NCCC(=O)NCC(c1ccc(F)cc1)N1CCOCC1` (configuration not stated) gave TGFb inhibitor -8%, ATXN2 expr inh 4%, MCF10A rerep -1%, ATXN viability inactive, HepG2 viability 7%, EPAC2 antag 6%, A549 viability -14%, Nrf2 inh 9% and Nrf2 ARE act -0.9%.
CCCC(=O)NCC(c1ccc2c(c1)OCO2)N1CCOCC1 (configuration not stated) was read as TGFb inhibitor -1%, HepG2 viability 3%, A549 viability 0% and Nrf2 ARE act -0.9%.
Screening CCCC(C)NC(=O)c1ccc(F)cc1 (configuration not stated) returned TGFb inhibitor 4%, ATXN2 expr inh 12%, MCF10A rerep 3%, ATXN viability inactive, HepG2 viability 5%, EPAC2 antag 10%, A549 viability -4%, Nrf2 inh 4% and Nrf2 ARE act -0.3%.
Screening CCCc1cc(=O)oc2cc3occ(C)c3cc12 returned TGFb inhibitor 0%, ATXN2 expr inh -12%, MCF10A rerep 13%, ATXN viability inactive, HepG2 viability -34%, EPAC2 antag 4%, A549 viability -21%, Nrf2 inh -6% and Nrf2 ARE act -0.5%.
For Oc1c(C(c2ccc(Cl)cc2Cl)N2CCOCC2)sc2nc(-c3ccco3)nn12 (configuration not stated) the results were TGFb inhibitor -23%, ATXN2 expr inh -5%, ATXN viability inconclusive, HepG2 viability -19%, A549 viability -7% and Nrf2 ARE act 4.5%.
Screening COCCNc1nc2sc3c(c2c(=O)n1Cc1ccco1)CCCCC3 returned TGFb inhibitor -6%, ATXN2 expr inh 21%, MCF10A rerep 8.2µM*, ATXN viability inactive, HepG2 viability -24%, EPAC2 antag 4%, A549 viability 0%, Nrf2 inh inconclusive and Nrf2 ARE act 3.5%.
For Nc1cc(=O)nc(SCC(=O)Nc2ccc(F)cc2)n1-c1ccc(Cl)cc1 the results were TGFb inhibitor 0%, ATXN2 expr inh -3%, ATXN viability inactive, HepG2 viability -18%, A549 viability 1%, Nrf2 inh -19% and Nrf2 ARE act 4.9%.
`CSc1nc2c(c(=O)[nH]1)C(c1ccccc1Cl)CC(=O)N2` (configuration not stated) gave TGFb inhibitor 7%, ATXN2 expr inh -3%, MCF10A rerep -30%, ATXN viability inactive, HepG2 viability -5%, EPAC2 antag 6%, A549 viability 1%, Nrf2 inh -8% and Nrf2 ARE act -1.1%.
`Fc1ccccc1Nc1nc(N2CCOCC2)nc(N2CCOCC2)n1` gave TGFb inhibitor inconclusive, ATXN2 expr inh -9%, MCF10A rerep 5%, ATXN viability inactive, HepG2 viability -39%, EPAC2 antag 6%, A549 viability 6%, Nrf2 inh 2% and Nrf2 ARE act -1.0%.

Structural class, the entries above with an NH in an aromatic ring
Screening COc1ccccc1-n1cc(-c2ccc(Cl)cc2)[nH]c1=O returned TGFb inhibitor -16%, ATXN2 expr inh 24%, MCF10A rerep 0%, ATXN viability inactive, HepG2 viability -1%, EPAC2 antag -6%, A549 viability 17%, Nrf2 inh 7% and Nrf2 ARE act 2.9%.
`O=Cc1c(NC2CCCCC2)c2ccccc2[nH]c1=O` gave TGFb inhibitor 3%, ATXN2 expr inh 4%, MCF10A rerep -32%, ATXN viability inactive, HepG2 viability 3%, EPAC2 antag 9%, A549 viability -13%, Nrf2 inh 9% and Nrf2 ARE act -0.5%.
`CSc1nc2c(c(=O)[nH]1)C(c1ccccc1Cl)CC(=O)N2` (configuration not stated) gave TGFb inhibitor 7%, ATXN2 expr inh -3%, MCF10A rerep -30%, ATXN viability inactive, HepG2 viability -5%, EPAC2 antag 6%, A549 viability 1%, Nrf2 inh -8% and Nrf2 ARE act -1.1%.

Following part
`COCc1cc(=O)[nH]c(-c2ccc(C(F)(F)F)cc2)n1` gave TGFb inhibitor 2%, ATXN2 expr inh 2%, MCF10A rerep -27%, HepG2 viability -11%, EPAC2 antag 4%, A549 viability 3%, Nrf2 inh 9% and Nrf2 ARE act -0.4%.
Screening N#C/C(=C\c1cccs1)C(=O)Nc1nccs1 returned TGFb inhibitor -8%, ATXN2 expr inh 4%, MCF10A rerep 16%, ATXN viability inconclusive, HepG2 viability -5%, EPAC2 antag -8%, A549 viability -7%, Nrf2 inh 2% and Nrf2 ARE act inconclusive.
CCN1CCC(N(Cc2ccc3c(c2)OCO3)C(=O)Nc2ccccc2OC)CC1 was read as TGFb inhibitor 2%, ATXN2 expr inh -17%, ATXN viability inactive, HepG2 viability -26%, A549 viability 4%, Nrf2 inh inconclusive and Nrf2 ARE act -0.3%.
For CCc1cccc(C)c1NC(=O)COCc1cc(-c2ccc3c(c2)OCO3)on1 the results were TGFb inhibitor -22%, HepG2 viability -42%, A549 viability -7%, Nrf2 inh inconclusive and Nrf2 ARE act 0.4%.
Screening CCCSc1ncc(Cl)c(C(=O)Nc2sc3c(c2C(N)=O)CCCC3)n1 returned TGFb inhibitor 21%, HepG2 viability -7%&12%, A549 viability 10%, Nrf2 inh -2% and Nrf2 ARE act 0.8%.
For Cc1ccc(C(=O)Nc2ccc(F)c(S(=O)(=O)N3CCOCC3)c2)s1 the results were TGFb inhibitor -28%, MCF10A rerep 1%, ATXN viability inactive, HepG2 viability -1%, EPAC2 antag 1%, A549 viability -5%, Nrf2 inh inconclusive and Nrf2 ARE act 6.0%.
For O=C1c2ccccc2C(Nc2ccc(Cl)cn2)N1c1cccnc1 (configuration not stated) the results were TGFb inhibitor 6%, ATXN2 expr inh -8%, MCF10A rerep -1%, HepG2 viability -5%, EPAC2 antag -4%, A549 viability -6%, Nrf2 inh 16% and Nrf2 ARE act 2.9%.
Screening O=C(NCc1ccccc1)c1ccc(NC(=O)N2CCSc3ncccc32)cc1 returned TGFb inhibitor 0%, HepG2 viability -3%, A549 viability 4%, Nrf2 inh -8% and Nrf2 ARE act 0.0%.
For CCC(C)NC(=O)C1=CC(c2ccc3c(c2)OCO3)=NS(=O)(=O)N1C (configuration not stated) the results were TGFb inhibitor -22%, ATXN2 expr inh -6%, ATXN viability inactive, HepG2 viability 1%, A549 viability 7%, Nrf2 inh 9% and Nrf2 ARE act -0.9%.
`CCN1CCN(C(=O)c2ccccc2N(Cc2ccccc2)S(C)(=O)=O)CC1` gave TGFb inhibitor -5%, ATXN2 expr inh 4%, MCF10A rerep 10%, ATXN viability inactive, HepG2 viability 3%, EPAC2 antag 10%, A549 viability 4%, Nrf2 inh 22% and Nrf2 ARE act 0.3%.
`CC(C)C(NC(=O)C1CCCCC1)C(=O)N1CCN(c2ccc(F)cc2)CC1` (configuration not stated) gave TGFb inhibitor -1%, ATXN2 expr inh 0%, MCF10A rerep 327%[0.0737 µM], ATXN viability inactive, HepG2 viability -6%, EPAC2 antag -4%, A549 viability -7%, Nrf2 inh inconclusive and Nrf2 ARE act 0.1%.
`O=C(O)CCC/C=C\C[C@@H]1[C@@H](/C=C/[C@@H](O)COc2cccc(Cl)c2)[C@H](O)C[C@@H]1O` gave TGFb inhibitor 6%, ATXN2 expr inh -1%, MCF10A rerep 10%&0%, ATXN viability inactive, HepG2 viability -2%, EPAC2 antag 4%, A549 viability -11%, Nrf2 inh -11% and Nrf2 ARE act -0.9%.
Screening COc1ccccc1NC(=O)c1ccccc1NS(C)(=O)=O returned TGFb inhibitor 21%, ATXN2 expr inh -7%, MCF10A rerep -3%, ATXN viability inactive, HepG2 viability 3%, EPAC2 antag 2%, A549 viability 2%, Nrf2 inh -14% and Nrf2 ARE act 0.5%.
O=C(CCN1C(=O)c2ccccc2S1(=O)=O)Nc1ccc(F)cc1F was read as TGFb inhibitor -2%, ATXN2 expr inh 7%, MCF10A rerep 0%, ATXN viability inconclusive, HepG2 viability -8%, EPAC2 antag 4%, A549 viability 2%, Nrf2 inh 13% and Nrf2 ARE act 0.4%.
Screening Nc1nonc1-n1nnc(C(=O)N/N=C/c2ccncc2)c1-c1cccs1 returned TGFb inhibitor -2%, ATXN2 expr inh 0%, MCF10A rerep -4%, ATXN viability inactive, HepG2 viability -1%, EPAC2 antag -6%, A549 viability 0%, Nrf2 inh 5% and Nrf2 ARE act -0.4%.
For COc1cc(NC(=S)NC(=O)C(C)C)ccc1NC(=O)c1cc2ccccc2o1 the results were TGFb inhibitor 2%, MCF10A rerep 8.2µM*, ATXN viability inactive, HepG2 viability -1%, EPAC2 antag 2%, A549 viability 0%, Nrf2 inh 1% and Nrf2 ARE act -0.3%.
